KCNK3 inh: human KCNK3 channel inhibition, primary screen; CHO-KCNK3 thallium flux, FluxOR fluorescence; stronger effect = lower value; B-score at 10 µM; O14649; hit rate 0.84% among 340,000;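 active = B-score under library mean minus 4 SD, starting fluorescence ratio at most library mean plus 5 SD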;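 also: more negative B-score means stronger inhibition of thallium flux through KCNK3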
KCNQ1 inh: inhibitors of human KCNQ1 potassium channel | P51787 | CHO-K1 KCNQ1, FluxOR thallium flux fluorescence; stronger effect = higher value | B-score at 10 µM | hit rate 1.3% among 310,000;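 active = compounds whose thallium flux B-score, printed positive for inhibition, exceeds three library SD while starting fluorescence stays within three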;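 also: channel opened by potassium depolarization with thallium stimulus after 20 min compound exposure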
Target sequence (P51787 whole entry, looked up): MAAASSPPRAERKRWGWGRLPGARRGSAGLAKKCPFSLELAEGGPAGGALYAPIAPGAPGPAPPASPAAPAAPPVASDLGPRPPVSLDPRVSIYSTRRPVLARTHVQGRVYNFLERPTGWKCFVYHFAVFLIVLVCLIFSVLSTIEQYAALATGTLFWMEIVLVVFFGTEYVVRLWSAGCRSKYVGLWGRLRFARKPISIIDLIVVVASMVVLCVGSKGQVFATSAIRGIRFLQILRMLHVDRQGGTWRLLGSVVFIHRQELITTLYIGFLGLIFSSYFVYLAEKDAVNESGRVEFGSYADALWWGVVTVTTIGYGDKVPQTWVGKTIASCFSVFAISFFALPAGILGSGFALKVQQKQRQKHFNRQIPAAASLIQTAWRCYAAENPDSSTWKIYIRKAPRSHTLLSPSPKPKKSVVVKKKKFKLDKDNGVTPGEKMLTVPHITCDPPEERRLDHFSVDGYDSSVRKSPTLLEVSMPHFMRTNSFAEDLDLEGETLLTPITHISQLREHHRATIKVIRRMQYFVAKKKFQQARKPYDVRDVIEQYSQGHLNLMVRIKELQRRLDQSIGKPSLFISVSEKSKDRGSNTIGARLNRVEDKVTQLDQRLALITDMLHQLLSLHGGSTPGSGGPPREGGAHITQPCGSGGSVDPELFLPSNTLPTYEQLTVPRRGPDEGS
hERG protect: compounds protecting human hERG from proarrhythmic drug block. Q12809. CHO-hERG, FluxOR thallium flux, dofetilide IC70 present. activation (rescue from dofetilide block), less the hit threshold, % at 10 µM. hit rate 0.51% among 310,000. AID 1511;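 active = activation above the mean of controls blocked by dofetilide plus 5 SD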;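 also: thallium influx through hERG after potassium depolarization seen as dye fluorescence rise; in these data hits start at about 4.7%; inactives centre near -7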
Dyrk1A ADPGlo: Dyrk1A (rat) kinase inhibition; AID 504441; ADP-Glo luminescence, NFATc1 peptide; inhibition, % at 12.5 µM; hit rate 0.43% among 310,000; Q63470; in the data active = inhibition above about 50%;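 also: plate controls were vehicle with enzyme for no effect and no enzyme for full effect; many of its hits are not listed in these tables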
TRPC4 act: TRPC4 (mouse) channel activation | Q9QUQ5 | HEK293 TRPC4beta/mu-opioid, Fluo4 calcium fluorescence; stronger effect = higher value | B-score at 10 µM | hit rate 0.49% among 310,000;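 active = B-score above 5 SD of library B-scores, and initial fluorescence ratio not above library mean plus 5 SD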;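 also: positive B-score marks a calcium rise read as TRPC4 activation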
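Technique: kinetic Fluo4 calcium fluorescence; Test system: TRPC4beta and mu-opioid receptor HEK293 stable cells; Measure: B-scored integrated calcium fluorescence ratio; Benchmarks: low control buffer alone, high control maximal DAMGO; Schedule: 45 min room-temperature Fluo4 loading, 110 s read.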
TRPC4 block: inhibitors of mouse TRPC4 channel | Q9QUQ5 | HEK293 TRPC4beta/mu-opioid, DAMGO-evoked Fluo4 calcium flux; stronger effect = lower value | B-score at 10 µM | hit rate 0.39% among 300,000 | AID 2247;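 active = B-score over 3 SD under the library average, no early fluorescence shift, positive overall ratio signal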
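Assay system: HEK293 cells with stable TRPC4beta plus mu-opioid receptor expression. Dosing: single dose. Measured by: Fluo4 Ca2+ flux fluorescence. Also added: DAMGO in two steps, submaximal then maximal. Read-out: B score from integrated Fluo4 fluorescence ratio.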
PolyA inh: inhibitors of polyadenylation in S. cerevisiae | S. cerevisiae SKY197-pL101 polyadenylation reporter, beta-gal luminescence; efflux-impaired pdr1/pdr3 knockout yeast; score 100 = 6 SD above DMSO | calls only at 12 µM | hit rate 0.02% among 300,000 | AID 1875;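 active = lowest replicate activity score at least 50, where 100 means six control SD above control mean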;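 also: yeast exposed to compound for 9 h at 30 °C; higher score means more reporter readthrough which indicates perturbed polyadenylation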
KCNK9 inh: inhibitors of human KCNK9 two-pore domain potassium channel | B-score at 10 µM | Q9NPC2 | hit rate 1.2% among 310,000 | HEK293 KCNK9, FluxOR thallium flux fluorescence; stronger effect = lower value | AID 488922;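 active = ratio B-score over 3 SD below the library mean, with starting fluorescence within 5 SD of its mean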;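 also: negative B-score means less thallium flux so channel inhibition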
Target sequence (Q9NPC2 whole entry, looked up, the tested form may be a part): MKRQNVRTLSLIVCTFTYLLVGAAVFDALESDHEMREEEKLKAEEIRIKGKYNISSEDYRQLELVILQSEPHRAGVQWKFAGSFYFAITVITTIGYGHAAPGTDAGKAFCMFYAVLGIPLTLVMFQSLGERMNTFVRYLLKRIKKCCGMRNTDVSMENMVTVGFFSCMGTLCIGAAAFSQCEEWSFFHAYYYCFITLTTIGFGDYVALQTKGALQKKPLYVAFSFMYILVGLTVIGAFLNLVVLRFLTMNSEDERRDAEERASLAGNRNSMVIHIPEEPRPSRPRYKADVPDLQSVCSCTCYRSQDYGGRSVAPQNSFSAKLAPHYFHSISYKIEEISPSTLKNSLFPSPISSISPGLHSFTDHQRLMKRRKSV
Platelet DG rel: modulates dense granule release in human platelets; human platelet-rich plasma, SFLLRN dense granule ATP release, luminescence; hit rate 0.22% among 300,000; inhibition, %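 (compounds screened at 7.5 µM in platelet-rich plasma)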;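 active = mean replicate score, as percent of positive control, at or above 50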
TRPC4 PAM: TRPC4 (mouse) allosteric potentiation | Q9QUQ5 | hit rate 0.42% among 310,000 | AID 2227 | B-score at 10 µM | HEK293 TRPC4beta/mu-opioid, DAMGO EC20, Fluo-4 Ca2+ flux; stronger effect = higher value;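 active = B-score of calcium response area above 5 SD of library B-scores, with initial fluorescence ratio within 5 SD of library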;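 also: B-score of integrated fluorescence ratio over time as area under calcium response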
KCNQ1 pot: potentiators or activators of human KCNQ1 potassium channel. P51787. hit rate 0.35% among 310,000. B-score at 10 µM. CHO-K1 KCNQ1, thallium flux FluxOR fluorescence; stronger effect = higher value;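 active = fluorescence ratio B-score, a plate-corrected score, at least three library SD, with initial intensity B-score within 5 SD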
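assay system = KCNQ1-transfected CHO-K1 cells | medium = assay buffer with matched DMSO | probe or stimulus = depolarizing K+/Tl+ stimulus, K2SO4 and Tl2SO4 each 12.5 mM in 5x stock | dosing = single dose | incubation = dye 90 min, compound 20 min, room temperature | detection = kinetic FluxOR fluorescence, 10 s baseline plus 110 s post-stimulus | evaluation = ratio B score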
* marks the source's active call; other numbers are inactive results; i = inactive; . = no result given. A portion of the library. The share of hits here may be higher or lower than overall.

SMILES | KCNK3 inh | KCNQ1 inh | hERG protect | Dyrk1A ADPGlo | TRPC4 act | TRPC4 block | PolyA inh | KCNK9 inh | Platelet DG rel | TRPC4 PAM | KCNQ1 pot
CC(=O)N(CC(=O)Nc1nn(-c2ccccc2)nc1C(N)=O)Cc1ccccc1 | i | i | -7 | 4 | i | i | i | i | -6 | i | i
O=C(O)C1CCCN1C(=O)Nc1ccc(Cl)cc1 (configuration not stated) | i | i | -2 | -5 | i | i | i | i | -9 | i | i
Cc1nc2ccccc2c2oc(C(=O)N3CCN(c4ccc([N+](=O)[O-])cc4)CC3)cc12 | i | i | -17 | -1 | i | i | i | i | -4 | i | i
CS(=O)(=O)N1CCN(c2ncccn2)CC1 | i | i | -12 | -3 | i | i | i | i | 5 | i | i
CC1CCN(S(=O)(=O)c2ccc(NC(=O)CSc3nnnn3C)cc2)CC1 | i | i | -11 | 2 | i | i | i | i | 1 | i | i
CCOc1cc(C2C3=C(CCCC3=O)OC3=C2C(=O)CCC3)cc([N+](=O)[O-])c1O | i | i | -14 | -1 | i | i | i | i | -2 | i | i
Nc1nc(CSc2ccccn2)nc(Nc2ccccc2)n1 | i | i | -12 | 4 | i | i | i | i | -7 | i | i
CCSc1sccc1C1C(C#N)=C(N)N(c2cccnc2)C2=C1C(=O)CC(C)(C)C2 (configuration not stated) | i | i | -3 | 1 | i | i | i | i | 14 | i | i
CCOc1cc(NS(=O)(=O)c2ccc(OC)cc2)c(OCC)cc1NC(C)=O | i | i | -7 | -8 | i | i | i | i | 7 | i | i
COCCNC(=O)CN1C(=O)c2cccc3cccc1c23 | i | i | -7 | -4 | i | i | i | i | -2 | i | i
CCN1CCN(CCNC(=O)c2ccc(/C=C3/Sc4ccccc4N(Cc4cccc(Cl)c4)C3=O)cc2)CC1 | i | 14* | -33 | 0 | i | i | i | i | 3 | i | i
COc1ccc2[nH]c(C)c(C(=O)CN(C)CC3OCCO3)c2c1 | . | i | -10 | . | i | i | i | i | 1 | i | i
Cc1cc(C)c2[nH]c(=O)c(CN(Cc3ccco3)C(=O)C3CCCO3)cc2c1 (configuration not stated) | i | i | -12 | -2 | i | i | i | i | -2 | i | i
COc1cccc(C(=O)NC2CCN(CC(=O)Nc3nccs3)CC2)c1 | i | i | -6 | 4 | i | i | i | i | 2 | i | i
Cc1c(C)c(C)c(S(=O)(=O)NCCc2ccccn2)c(C)c1C | i | i | -10 | -5 | i | i | i | i | -4 | i | i
CC(Cl)C(=O)Nc1cc(C(C)(C)C)nn1-c1ccccc1 (configuration not stated) | i | i | -10 | 1 | i | i | i | i | -10 | i | i
Cc1cc(C)cc(NC(=O)Cn2nnc(C(=O)NCCc3ccccc3)c2N)c1 | i | i | -8 | 0 | i | i | i | i | 14 | i | i
CCOC(=O)NC(NC(=O)OCC)C(=O)c1ccc(F)cc1 | i | i | -7 | 0 | i | i | i | i | 5 | i | i
O=C(c1ccccc1)c1ccccc1N1C(=O)C=CC1=O | i | i | -31 | . | i | i | i | i | 25 | i | i
Clc1ccc(CNc2ccc(CNc3ncn[nH]3)cc2)c(Cl)c1 | i | i | -5 | 0 | i | i | i | i | -4 | i | i
CC1CCCCC1NC(=O)CSc1ccc([N+](=O)[O-])cc1 (configuration not stated) | i | i | -12 | -10 | i | i | i | i | 0 | i | i
Cc1ccc(S(=O)(=O)N2CCN(c3ccc(N4CCOCC4)nn3)CC2)cc1[N+](=O)[O-] | i | i | -10 | -9 | i | i | i | i | 8 | i | i
CC12CCC(=O)N1C(C(=O)NCc1ccccc1Cl)CS2 (configuration not stated) | i | i | -11 | -3 | i | i | i | i | 12 | i | i
O=C(CSc1nnc(-c2ccccc2)n1-c1ccccc1)N1c2ccccc2Sc2ccccc21 | i | i | -4 | -2 | i | i | i | i | 0 | i | i

Among those listed so far, two have a furan ring, fused or not.
SMILES | KCNK3 inh | KCNQ1 inh | hERG protect | Dyrk1A ADPGlo | TRPC4 act | TRPC4 block | PolyA inh | KCNK9 inh | Platelet DG rel | TRPC4 PAM | KCNQ1 pot
Cc1nc2ccccc2c2oc(C(=O)N3CCN(c4ccc([N+](=O)[O-])cc4)CC3)cc12 | i | i | -17 | -1 | i | i | i | i | -4 | i | i
Cc1cc(C)c2[nH]c(=O)c(CN(Cc3ccco3)C(=O)C3CCCO3)cc2c1 (configuration not stated) | i | i | -12 | -2 | i | i | i | i | -2 | i | i

Further compounds follow.
SMILES | KCNK3 inh | KCNQ1 inh | hERG protect | Dyrk1A ADPGlo | TRPC4 act | TRPC4 block | PolyA inh | KCNK9 inh | Platelet DG rel | TRPC4 PAM | KCNQ1 pot
CCN(CC)NC(=O)Nc1ccccc1 | i | i | -1 | -2 | i | i | i | i | 4 | i | i
C=C(C)Cn1c(CCn2c3ccccc3c3ccccc32)n[nH]c1=S | i | i | -5 | -5 | i | i | i | i | 3 | i | i
O=[N+]([O-])c1cccc(CN2CCN(Cc3ccco3)CC2)c1 | i | i | -6 | . | i | i | i | i | 10 | i | i
Oc1c(C(Nc2ccccn2)c2ccccn2)ccc2cccnc12 (configuration not stated) | i | i | -3 | 4 | i | i | . | i | 1 | i | i
Cc1cc2c(cc1S(=O)(=O)N1CCN(c3cccc(C)c3C)CC1)OCCN2C | i | i | -8 | 3 | i | i | i | i | 5 | i | i
CCc1cccc2c(C(=O)CSc3nncn3C)c[nH]c12 | i | i | -3 | 0 | i | i | i | i | -5 | i | i
CCN1C(=O)/C(=C\N2CCN(C(=O)c3ccco3)CC2)SC1=S | i | i | -4 | 4 | i | i | i | i | 14 | i | i
CCCCNc1nc2cccnc2s1 | i | i | -10 | 5 | i | i | i | i | 6 | i | i
Cc1cc(NC(=O)/C=C/c2ccc(Cl)cc2)no1 | i | i | -3 | -2 | i | i | i | i | -20 | i | i
CSc1ccc(S(=O)(=O)NCC(=O)OCC(=O)NCC2CCCO2)cc1[N+](=O)[O-] (configuration not stated) | i | i | -15 | 9 | i | i | i | i | 3 | i | i
COc1cc(-c2nc(CN3CCCCC3CCNC(C)=O)c(C)o2)ccc1F (configuration not stated) | i | i | -8 | 9 | i | i | i | i | 0 | i | i
Cc1ccc(S(=O)(=O)N(C)c2ccc(C(=O)Nc3ccccc3C(=O)N3CCOCC3)cc2)cc1 | i | i | -5 | -1 | i | i | i | i | 6 | i | i
COc1cccc2c(=O)n(CC(=O)NC3CCCCC3)ccc12 | i | i | -8 | 1 | i | i | i | i | -11 | i | i
CCNc1nc(NC(C)(C)C)nc(N(CC)n2cnnc2)n1 | i | i | -13 | 4 | i | i | i | i | 2 | i | i
CCCSc1nnc(NC(=O)c2sc3nc(-c4cccs4)ccc3c2N)s1 | i | i | -22 | 3 | i | i | i | i | -1 | i | i
COc1ccc(CCN(C)C2CCCN(S(C)(=O)=O)C2)cc1OC (configuration not stated) | i | i | -6 | -6 | i | i | i | i | -1 | i | i
Cc1ccc(CNC(=O)C2CCN(S(=O)(=O)c3ccc4c(c3)OCCCO4)CC2)cc1 | i | i | -6 | -6 | i | i | i | i | -7 | i | i
COC(=O)c1ccc(CN(c2ccccc2OC)S(=O)(=O)c2cccs2)o1 | i | i | -14 | 4 | i | i | i | i | -2 | i | i
COc1ccc(-c2csc(N3C(=O)C4C5c6ccccc6C(c6ccccc65)C4C3=O)n2)cc1 (configuration not stated) | i | i | -6 | -2 | i | i | i | i | -18 | i | i
O=C(NCCCN1CCN(Cc2ccccc2)CC1)C1CCN(c2nnc(-n3cccc3)s2)CC1 | i | i | -8 | -25 | i | i | i | i | 1 | i | i
CCOc1ccc(C2C3=C(CCCC3=O)Nc3ccc4ncccc4c32)cc1 (configuration not stated) | i | i | -7 | -1 | i | i | i | i | -6 | i | i
Cn1c2ccccc2n2c(=O)c(=O)n(CC(=O)N3CCCc4ccccc43)nc12 | . | i | -5 | . | i | i | i | i | -7 | i | i
O=C(CSc1nnc(-c2cccnc2)n1Cc1ccco1)N1CCc2ccccc21 | i | i | -18 | 0 | i | i | i | i | -4 | i | i
O=C(COC(=O)c1c[nH]c(=O)[nH]c1=O)NCc1ccccc1 | i | i | -7 | -1 | i | i | i | i | 10 | i | i
Cc1cc(C)c2[nH]c(=O)c(CN(Cc3cccs3)C(=S)NCC3CCCO3)cc2c1 (configuration not stated) | i | i | -6 | 3 | i | i | i | i | -6 | i | i
Cc1cc(S(=O)(=O)NC(C)C)ccc1OCC(=O)Nc1ccc2c(c1)OCCO2 | i | i | 0 | -4 | i | i | i | i | 1 | i | i
Cc1ncc([N+](=O)[O-])n1S(=O)(=O)c1cc(Cl)ccc1Cl | i | i | -10 | 17 | i | i | i | i | -2 | i | i
CCOc1ccc(CCNC(=O)c2cccnc2N2CCCC2)cc1OCC | i | i | -10 | 2 | i | i | i | i | 13 | i | i
O=S(=O)(Nc1ccc(N2CCCCC2)cc1)c1ccccc1 | i | i | -8 | -14 | i | i | i | i | 18 | i | i
COc1cccc(NC(=O)c2cccc(C(=O)Nc3cccc(OC)c3)c2)c1 | i | i | -3 | -4 | i | i | i | i | -2 | i | i
O=C(Nc1ccc(Br)cc1)c1cc(-c2cccs2)on1 | i | i | -3 | -3 | i | i | i | i | 14 | i | i
Cc1[nH]c2ccccc2c1C(=O)CSc1ccccn1 | i | i | -4 | 1 | i | i | i | i | -4 | i | i
O=C(COC(=O)Cc1ccccc1F)Nc1cccc(S(=O)(=O)NC2=NCCCCC2)c1 | i | i | -6 | -4 | i | i | i | i | 16 | i | i
Cc1cccc(OCCCC(=O)NCc2ccco2)c1 | i | i | -9 | 4 | i | i | i | i | -1 | i | i
COc1nc(Nc2ccc(O)cc2)nc(OC(C(F)(F)F)C(F)(F)F)n1 | i | i | -10 | 15 | i | i | i | i | -1 | i | i
O=C(CCC(=O)N1CCCCCC1)NCc1ccc(F)cc1 | i | i | -12 | 2 | i | i | i | i | -6 | i | i
CCC1CCCCN1C(=O)CSc1nnc(-c2cccs2)o1 (configuration not stated) | i | i | -7 | -3 | i | i | i | i | -1 | i | i
O=C(NCCc1ccc(Cl)cc1)C1CCN(S(=O)(=O)c2cccs2)CC1 | i | i | -5 | 4 | i | i | i | i | -3 | i | i
CCN(CC)C(=O)C1CCCN(c2ncnc3c2cnn3-c2ccc(Cl)cc2)C1 (configuration not stated) | i | i | -13 | 9 | i | i | i | i | 9 | i | i
O=C(Nc1ccc2c(c1)nc1n2CCSC1)c1ccco1 | i | i | -4 | 3 | i | i | i | i | 7 | i | i

Compound activity from PubChem.
